TSHR antagonist – blocks TSH signaling through the human TSH receptor; activity change, negative = inhibition, % at 11.5 µM; TSHR-expressing cells, TSH-stimulated cAMP HTRF, 2 h; active compounds read low; P16473; hit rate 0.2% among 330,000;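 active means activity change below a set negative limit, meaning inhibition stronger than a set level, cut at about -70% in these data; inconclusive means activity change between two set negative limits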; further: on the % scale 0 is the no-effect control and ±100 the full control effect
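Inhibition of cAMP made by TSHR-expressing cells under TSH stimulation (4nM final, EC80; 2 h, 37 deg C) is quantified with a one-step lysis HTRF kit, anti-cAMP cryptate versus cAMP-d2.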
USP2a block – inhibitors of human ubiquitin-specific protease USP2a; O75604; Potency, µM (doses to about 38.3 µM), inactives show top-dose activity change, negative = inhibition, usual class: inhibitors; AID 463254; hit rate 0.01% among 330,000; USP2 core, Ub-CHOP2 coupled fluorogenic reporter, 485/531;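 further: potency means the concentration at half of the fitted maximal effect; plate controls were DMSO wells for no effect and full inhibition by NEM control for full effect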
Target sequence (O75604 whole entry, looked up): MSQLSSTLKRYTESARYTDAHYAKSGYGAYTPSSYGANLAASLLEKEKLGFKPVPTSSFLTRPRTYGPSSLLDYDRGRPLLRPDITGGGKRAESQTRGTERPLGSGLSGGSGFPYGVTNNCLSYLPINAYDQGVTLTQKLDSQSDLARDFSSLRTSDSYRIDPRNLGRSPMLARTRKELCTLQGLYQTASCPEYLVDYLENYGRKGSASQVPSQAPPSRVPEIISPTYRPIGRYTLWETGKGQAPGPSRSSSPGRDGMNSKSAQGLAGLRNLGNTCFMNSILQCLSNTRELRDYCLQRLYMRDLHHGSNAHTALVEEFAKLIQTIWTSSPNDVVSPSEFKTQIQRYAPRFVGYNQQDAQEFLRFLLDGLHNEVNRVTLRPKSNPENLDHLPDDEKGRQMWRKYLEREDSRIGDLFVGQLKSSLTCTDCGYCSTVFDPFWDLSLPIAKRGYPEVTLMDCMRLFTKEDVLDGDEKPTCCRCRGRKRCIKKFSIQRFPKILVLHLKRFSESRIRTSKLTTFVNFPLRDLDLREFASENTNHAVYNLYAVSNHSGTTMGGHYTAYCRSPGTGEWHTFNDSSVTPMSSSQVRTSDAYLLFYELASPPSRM
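Deubiquitinase activity read as fluorescence (485/531 nm) after Ub-CHOP2 cleavage activates the enterokinase reporter on its substrate; USP2 core 10nM, Ub-CHOP2 and substrate 25nM each, 30min compound preincubation then 60min RT; data normalized to NEM, curves fitted.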
Mito fusion act – inhibitors of mitochondrial division or activators of mitochondrial fusion; AID 485298; hit rate 0.23% among 320,000; Potency, µM (titrated, usually from 46.1 µM), for the others: at the top dose growth rescue (activation), most hits filed as activators; S. cerevisiae fusion-defective mutant growth rescue, CellTiterGlo 48 h;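 further: potency means the concentration at half of the fitted maximal effect; % of control where 0% means no effect; nearly all actives have a fitted effect of over 45% in size; temperature-sensitive fusion mutants such as fzo1-1 at 37 °C on non-fermentable ethanol glycerol medium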
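Yeast fusion mutant, YPEG (non-fermentable carbon), compound, 48 h at 37C non-permissive; CellTiterGlo added, 10 min RT, luminescence read. Rescued growth = division inhibition.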
uPA generation – cell surface uPA generation inhibition; cell surface uPA generation assay, qHTS; Potency, µM (titrated, usually from 38.3 µM), inactives show top-dose activity change, negative = inhibition, actives largely listed as inhibitors; hit rate 0.31% among 330,000; AID 540303; active means well fitted inhibition curve with a large enough effect; inconclusive means small, poorly fitted or top-dose-only effect; inactive means no such curve, though single readings can be large or run the other way; tested in mouse RAW 264.7 cells; further: potency means the concentration at half of the fitted maximal effect; on the % scale 0 is the no-effect control and ±100 the full control effect; nearly all actives have a fitted effect of over 55% in size
TCR act – T cell receptor activation. AID 504894. primary human leukocytes, anti-CD3, IL-2 HTRF, 48 h. 330,000 tested, under 10 active. Potency, µM (series often up to 9.22 µM), for inactives: at the top dose activation of IL-2 secretion, actives largely listed as activators; further: % of control where 0% means no effect
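48 hr co-incubation of compounds, a-CD3 beads and primary human leukocytes; IL-2 quantified homogeneously by HTRF with anti-IL-2 K and d2 conjugates.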
B2AR arrestin – beta2AR (human) beta-arrestin recruitment activity | P07550 | beta-arrestin recruitment to beta2AR, cell-based reporter | Potency, µM (highest dose often 46.1 µM), inactives show at the highest dose activation, most hits filed as activators | hit rate 0.02% among 330,000 | AID 492947;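 further: potency means the concentration at half of the fitted maximal effect; 0% = DMSO controls and full agonism = EC100 isoproterenol or metaproterenol; nearly all actives have a fitted effect of over 65% in size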
PTAP TSG101 blk – blocks PTAP/TSG101 interaction to inhibit HIV-1 budding; Fluorescence polarization, FITC-PTAP peptide / Tsg101 binding; 340,000 tested, under 10 active; Q99816; AID 493005; Potency, µM (doses to about 115 µM), for inactives: top-dose activity change, negative = inhibition, most hits filed as inhibitors; active means well fitted inhibition curve with a large enough effect in the main read-out, with a control signal flat, not every such curve was filed as active; inconclusive means small, poorly fitted or top-dose-only effect, or effect the other way, or a change in a side signal; inactive means no such curve, though single readings can be large or run the other way; further: potency means the concentration at half of the fitted maximal effect; % of control where 0% means no effect
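Steps: Tsg101 binding domain dispensed (10 uM final), compounds pinned in DMSO, FITC-labeled PTAP-motif peptide added (50 nM final); after 20 min binding at room temperature, polarization measured.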
ELG1 repair inh – blocks ELG1-dependent DNA repair in HEK293T cells; HEK293T ELG1-luciferase reporter, luminescence, 16 h; DNA damage induced by 5-fluorouridine; Potency, µM (highest dose often 46.1 µM), for the others: at the top dose activity change, negative = inhibition, most hits filed as inhibitors; hit rate 2.3% among 330,000; AID 504467; further: potency means the concentration at half of the fitted maximal effect; on the % scale 0 is the no-effect control and ±100 the full control effect; nearly all actives have a fitted effect of over 55% in size
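Overnight (16 hr) co-exposure of 2,000 cells/well to 5-fluorouridine and compound at 37 °C preceded detection. Luciferase was quantified via ONE-Glo luminescence; loss of signal denotes inhibition.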
Chronic BCR inh – inhibitors of chronic active B-cell receptor signaling; hit rate 0.05% among 340,000; Potency, µM (doses to about 46.1 µM), without a hit: at the highest dose ratio change, negative = lower green/red ratio, most hits filed as inhibitors; ABC-DLBCL IkBa-CBG/CBR reporter, luminescence ratio, 4 h; active means well fitted inhibition curve with a large enough effect in the signal ratio, with a control signal flat, not every such curve was filed as active; inconclusive means small, poorly fitted or top-dose-only effect, or effect the other way, or a change in a side signal; the % refers to the signal ratio;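 further: potency means the concentration at half of the fitted maximal effect; plate controls were basal doxycycline-induced cells for no effect and cells given 10 µM MG132 for full effect; MG132 reads +100%, hits lower the ratio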
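Cell line TMD8 (human ABC DLBCL), stably expressing tet-inducible CBG68-IkBa fusion and CBR; IMDM/0.5% FBS; cpd up to 46 uM; dox induction, 4 h, 37C/5% CO2; dual luminescence; green/red ratio; MG132 control.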
Tb PFK inh – inhibitors of T. brucei phosphofructokinase | O15648 | T. brucei PFK, ADP-Glo luminescence | Potency, µM (titrated, usually from 57.5 µM), for inactives: top-dose activity, negative = inhibition, most hits filed as inhibitors | hit rate 0.17% among 330,000 | AID 485367;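 further: potency means the concentration at half of the fitted maximal effect; 0% = uninhibited 1x PFK enzyme wells and -100% = no-enzyme wells; nearly all actives have a fitted effect of over 60% in size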
Target sequence (O15648 whole entry, looked up): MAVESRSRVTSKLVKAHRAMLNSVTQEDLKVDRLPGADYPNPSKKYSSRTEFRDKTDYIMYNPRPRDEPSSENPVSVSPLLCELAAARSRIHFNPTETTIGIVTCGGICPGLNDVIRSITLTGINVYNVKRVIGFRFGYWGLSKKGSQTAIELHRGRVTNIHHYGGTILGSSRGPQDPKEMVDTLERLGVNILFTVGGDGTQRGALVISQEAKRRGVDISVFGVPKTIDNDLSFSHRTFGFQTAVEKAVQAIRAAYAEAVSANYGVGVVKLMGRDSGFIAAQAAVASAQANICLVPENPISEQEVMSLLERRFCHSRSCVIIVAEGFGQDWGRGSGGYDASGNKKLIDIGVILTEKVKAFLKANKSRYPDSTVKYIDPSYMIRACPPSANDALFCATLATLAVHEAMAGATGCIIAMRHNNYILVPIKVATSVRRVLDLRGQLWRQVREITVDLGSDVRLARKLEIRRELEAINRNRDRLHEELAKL
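Luminescent ADP detection (ADP-Glo, two-step: ATP depletion then ADP-to-ATP conversion for luciferase) reported PFK activity after 45 min room-temperature reaction of 1.25 nM enzyme with 0.5 mM F6P and 0.1 mM ATP at pH 8.0.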
Eya2 inh – blocks the phosphatase activity of human Eya2 | Potency, µM (series often up to 76.9 µM), for the others: at the top dose activity, negative = inhibition, usual class: inhibitors | hit rate 0.006% among 330,000 | recombinant Eya2, OMFP fluorescence dephosphorylation (OMFP is methylfluorescein phosphate) | O00167; further: potency means the concentration at half of the fitted maximal effect; on the % scale 0 is the no-effect control and ±100 the full control effect
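Eya2 (0.2 uM) preincubated 10 min at ambient with compound, then OMFP substrate added at 50 uM; 10 min reaction in 50 mM HEPES pH 7.5, 50 mM NaCl, 5 uM MgCl2, 0.05% BSA, 1 mM DTT. Fluorescence read at Ex 485/Em 525 nm.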
* marks the source's active call; other numbers are inactive results; ? = inconclusive; . = no result given; [ ] = remark or other dose. Unless noted, the call rests on the fitted dose curve; in most records, active means well fitted curve in the direction sought with a large enough effect; inconclusive means small, poorly fitted or top-dose-only effect, or another doubt; inactive means no such curve, though single readings can be large; an effect the other way counts as inactive or inconclusive.

# | Structure | TSHR antagonist | USP2a block | Mito fusion act | uPA generation | TCR act | B2AR arrestin | PTAP TSG101 blk | ELG1 repair inh | Chronic BCR inh | Tb PFK inh | Eya2 inh
1 | Cc1ccnc(NC(=O)CCCc2c[nH]c3ccccc23)c1 | -9 | 5% | 2% | 3% | 11% | 0.3% | -6% | ? | 22% | -12% | -3%
2 | COC(=O)c1sccc1NC(=S)Nc1ccc(F)cc1 | 6 | 2% | 2% | -10% | 0%[46.1 µM] | -0.4% | -2% | -3% | 1% | 0% | -4%
3 | Brc1ccccc1-c1nnc(CSc2nnnn2-c2ccccc2)o1 | 18 | 0% | 17% | 2% | -2% | -0.9% | -4% | ? | ? | 1% | 7%
4 | CCS(=O)(=O)N1CCN(S(=O)(=O)c2ccc(F)cc2)CC1 | -8 | -1% | 2% | 0% | -1%[46.1 µM] | -0.3% | -1% | 0% | -5% | 0% | 2%
5 | CCC(C)Sc1nc2c(c(=O)[nH]c(=O)n2C)n1CC(O)COc1cccc2ccccc12 (configuration not stated) | -4 | 1% | 2% | 1% | 12% | 0.2% | 0% | 8.2µM* | -11% | -8% | 13%
6 | CCOC(=O)c1c(-c2ccc(C)s2)csc1NC(=O)c1ccco1 | -7 | 0% | 0% | . | . | -0.7% | . | 4% | -4% | -2% | 20%
7 | CCC(=O)N(Cc1ccc(S(N)(=O)=O)cc1)C1CC(=O)N(c2ccccc2)C1=O (configuration not stated) | 15 | 0% | -1% | 1% | 6% | 0.0% | -4% | 7% | 0% | 2% | 7%
8 | CCNS(=O)(=O)c1ccc(NC(=O)c2cncc(Br)c2)cc1 | -4 | 2% | -4% | 3% | -3%[46.1 µM] | -0.5% | 0% | -21% | 3% | 5% | 2%
9 | COCCN1Cc2cccc(C(=O)Nc3ccc(-c4nc5ccccc5[nH]4)cc3)c2C1=O | -6 | 0% | 0% | 9% | -2%[46.1 µM] | -0.3% | 5% | ? | ? | -6% | 5%
10 | COc1ccc(CCN(C)C(=O)CN2C(=O)c3ccccc3S2(=O)=O)cc1OC | 2 | -2% | 0% | -6% | -1% | 0.1% | -7% | 13% | 0% | -1% | 13%
11 | COc1ccc(Cl)cc1N1C(=O)C2CCCN2C1c1ccc(F)c(F)c1 (configuration not stated) | 13 | 1% | 2% | 1% | -3% | 2.8% | -1% | 1% | ? | 1% | -2%
12 | COc1ccccc1CCNC(=O)C(=O)NCC1OCCN1S(=O)(=O)c1ccc(Br)cc1 (configuration not stated) | -6 | -1% | 11% | -2% | -6%[46.1 µM] | 0.2% | -2% | ? | -2% | 2% | 12%
13 | COc1ccc(C(=O)NCc2ccc(-c3nc4ccccc4s3)cc2)cc1 | -14 | -3% | -5% | -1% | -4% | -4.6% | -5% | ? | ? | 0% | -13%
14 | CN(CC(=O)Nc1cccc(F)c1)C(=O)c1cc(-c2ccccc2)nc2ccccc12 | 7 | -1% | ? | 2% | 4% | 0.1% | 0% | ? | ? | 0% | 8%
15 | CC(=O)N1CC(C)Sc2ccc(S(=O)(=O)NCCc3cccc(C)c3)cc21 (configuration not stated) | -2 | -2% | -24% | -3% | 5% | -0.8% | -6% | -9% | 2% | 1% | -7%
16 | COc1ccc(S(=O)(=O)N2CCCCC2)cc1NC(=O)c1cc([N+](=O)[O-])ccc1N1CCOCC1 | 1 | 0% | 4% | 0% | -2% | -0.1% | -1% | -4% | 5% | -1% | -6%
17 | CCCn1nc(C(=O)Nc2nc(-c3ccccn3)cs2)c2ccccc2c1=O | 1 | 6% | 5% | ? | 2% | -0.6% | -3% | 7.3µM* | -4% | 1% | 8%
18 | C/C(=N\Nc1nccnc1Cl)c1ccc([N+](=O)[O-])cc1 | 0 | -1% | -2% | 0% | 2% | -0.3% | 0% | ? | -2% | 2% | -4%
19 | CCOC(=O)C1=C(C)Nc2[nH]c(=O)[nH]c(=O)c2C1c1cccs1 (configuration not stated) | 1 | -4% | -1% | 6% | 8% | -0.2% | -1% | 17% | 1% | 0% | -2%
20 | NC(=O)c1cc(NC(=O)CCc2nc3ccccc3s2)cc(C(N)=O)c1 | 8 | 8% | 8% | -9% | 10% | 2.7% | -3% | -3% | ? | 3% | 3%
21 | C[C@@H](C(=O)NCc1ccccn1)[C@@H]1C[C@@]1(C)[C@@H](NC(=O)OCc1ccccc1)c1ccccc1 | 7 | 0% | -11% | 0% | 1% | -0.6% | 1% | 6% | -4% | -12% | 3%
22 | COc1ccc(C(=O)Oc2ccc(C(C)=O)cc2)c(OC)c1 | -5 | 0% | 1% | -4% | 4% | 0.1% | -1% | ? | ? | 2% | -3%
23 | CCOc1ccccc1NC(=O)c1ccc(S(=O)(=O)N2CCCCC2)cc1 | 33 | -1% | 15% | 7% | -1% | -0.8% | -5% | -14% | 3% | -1% | 6%
24 | COc1ccc(OC)c(CN2CCN(CCc3ccccc3)C(CCO)C2)c1 (configuration not stated) | 2 | -2% | 3% | 2% | -6% | -0.5% | -5% | 0% | -5% | -5% | 1%
25 | N#CCSc1nnc(SCC#N)s1 | 4 | -1% | -14% | -1% | 0% | -0.3% | -4% | 24% | -9% | -1% | -1%
26 | Cc1cc(NCc2ccco2)nc2cc(O)ccc12 | -6 | -2% | -1% | -15% | -1%[46.1 µM] | 4.1% | -1% | 8% | ? | 0% | -1%
27 | Cc1ccc(CNC(=O)Cn2cccc2C(=O)c2ccccc2C)cc1 | 19 | 0% | -2% | 5% | 3% | 0.2% | -5% | ? | -13% | 6% | -11%
28 | O=C(COC(=O)c1ccc2c(c1)C(=O)N(CCc1ccccc1)C2=O)Nc1ccc(OC(F)F)cc1 | 8 | -6% | -1% | 1% | -3%[46.1 µM] | -0.2% | -2% | ? | -1% | 0% | -1%
29 | Cc1ccc(Cn2ccc(NC(=O)c3c(-c4ccccc4Cl)noc3C)n2)cc1 | -6 | 5% | 1% | 3% | -1% | 0.1% | -6% | ? | ? | 1% | 2%
30 | CCC(CC)C(=O)Nc1cc(C)c2c(=O)oc3ccccc3c2n1 | -21 | 1% | 17% | 8% | -9% | 0.1% | -7% | ? | 8% | 2% | -5%
31 | Cc1ccc2nc(=O)c(NNc3ccccc3)cnc2c1 | 3 | -1% | 17% | 14% | 2% | -3.4% | 0% | ? | ? | 3% | 1%
32 | Cc1ccc(-n2nnnc2CNC(=O)c2ccc3c(c2)OCO3)cc1C | -13 | -9% | -6% | -2% | -1% | 4.4% | -4% | -8% | -6% | -2% | -1%
33 | N#Cc1cc(C#N)c(SCC(=O)N2CC(=O)Nc3ccccc32)nc1N | 0 | 4% | -4% | -26% | . | -0.9% | 11% | 12µM* | -6% | 7% | -15%

Compounds shown so far with fluorine (five):
# | Structure | TSHR antagonist | USP2a block | Mito fusion act | uPA generation | TCR act | B2AR arrestin | PTAP TSG101 blk | ELG1 repair inh | Chronic BCR inh | Tb PFK inh | Eya2 inh
2 | COC(=O)c1sccc1NC(=S)Nc1ccc(F)cc1 | 6 | 2% | 2% | -10% | 0%[46.1 µM] | -0.4% | -2% | -3% | 1% | 0% | -4%
4 | CCS(=O)(=O)N1CCN(S(=O)(=O)c2ccc(F)cc2)CC1 | -8 | -1% | 2% | 0% | -1%[46.1 µM] | -0.3% | -1% | 0% | -5% | 0% | 2%
11 | COc1ccc(Cl)cc1N1C(=O)C2CCCN2C1c1ccc(F)c(F)c1 (configuration not stated) | 13 | 1% | 2% | 1% | -3% | 2.8% | -1% | 1% | ? | 1% | -2%
14 | CN(CC(=O)Nc1cccc(F)c1)C(=O)c1cc(-c2ccccc2)nc2ccccc12 | 7 | -1% | ? | 2% | 4% | 0.1% | 0% | ? | ? | 0% | 8%
28 | O=C(COC(=O)c1ccc2c(c1)C(=O)N(CCc1ccccc1)C2=O)Nc1ccc(OC(F)F)cc1 | 8 | -6% | -1% | 1% | -3%[46.1 µM] | -0.2% | -2% | ? | -1% | 0% | -1%
